DENV2 CPE: inhibitors of DENV2 cytopathic effect. DENV2-infected cells, cytopathic effect rescue, plate reader. CPE inhibition, % at 9.99 µM. actives 1.7% (n = 350,000). AID 651640; in the data active means CPE inhibition above about 20%, passing the limit was not always enough; inconclusive means no clear call, values can overlap the other calls; tested in BHK-21 cells;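 further: 0% = median of neutral control wells and 100% = median of positive control wells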
F508del corr: correctors of CFTR F508del function in bronchial epithelial cells | CFBE cells, YFP halide quenching; stimulated with forskolin plus potentiator P3; % fluorescence drop versus neutral controls | activity (quench increase), % at 7.58 µM | actives 0.36% (n = 350,000);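 active means mean added fluorescence quench of at least 8% versus neutral control, with both replicates also reaching 8%; inconclusive means only one of the mean or replicate conditions met; inactive means mean below 8% and not both replicates reaching 8%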;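 further: cells transiently co-express mutant CFTR-F508del with the halide-sensitive YFP; corrector assay measuring rescue of mutant channel to the surface after 24 h compound exposure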
INS-1E GSIS act: primary screen for activators of insulin secretion dependent on glucose, INS-1E cells, GLuc reporter luminescence; AID 743287; actives 0.61% (n = 370,000); activation, % at 16.6 µM; INS-1E GLuc reporter insulin secretion, 2-3 h;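 active means lowest replicate activation of at least 40%, so every replicate reaches that level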;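 further: 0% = median of neutral control wells and 100% = median of IBMX positive control wells; some compounds called inactive have numbers as strong as hits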
PAX8 inh HTS: PAX8 transcriptional activity inhibition. RMG-I TPO-luciferase reporter, SteadyGlo, 24 h. inhibition, % at 12.6 µM. actives 1.2% (n = 360,000);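 active means mean replicate inhibition at least 60% with every replicate also reaching 60%; inconclusive means only one of the two criteria is met; inactive means mean below 60% and not all replicates reaching 60%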;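 further: luciferase light reporting Pax8 driven TPO promoter activity; plate controls were median of neutral control wells for no effect and mitoxantrone controls for full effect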
Xi reactivation: reactivates the inactive X chromosome in mouse fibroblasts; XiGFP mouse fibroblasts, % GFP-positive cells imaging, 3 d; cells co-treated with 5-aza-dC sensitizer; scaled so ellipticine positive control = 100%; activation, % at 7.58 µM; actives 0.055% (n = 360,000); AID 743238;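 active means mean normalized replicate activation at least 10% and every replicate at or above 10%; inconclusive means only one of the two criteria met; inactive means mean below 10% and not all replicates reach 10%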;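 further: 0% = median of on-plate neutral control wells and 100% = ellipticine 6 µM median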
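Schedule: 3 d treatment, 15 min room-temperature fixation; system: 68-5-11 XiGFP fibroblast line; buffer or medium: DMEM plus 5-aza-dC sensitizer; control set: ellipticine 6 µM positive control; compound: one concentration, pinned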
ARNT TACC3 PPI: ARNT/TACC3 interaction disruption; inhibition, % at 9.99 µM; AlphaScreen His-ARNT PAS-B/GST-TACC3 binding, luminescence; TACC3 fragment carries E629A point mutation; actives 0.66% (n = 390,000); Q9Y6A5; AID 623870;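 active means mean inhibition of replicates at least 50% and at least half of replicates each reaching 50%; inconclusive means half or more replicates reach 50% but mean below 50%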;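 further: 0% = complete ARNT plus TACC3 wells and 100% = ARNT alone without TACC3; many hits fall short of the cut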
ERp5 block: inhibitors of human ERp5. actives 0.05% (n = 350,000). AID 651711. inhibition, % at 9.99 µM. ERp5 insulin aggregation, absorbance 650 nm, 90 min. Q15084;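 active means mean replicate inhibition above about 25%, with every replicate also reaching it, limit read from the data, passing the limit was not always enough; inconclusive means only one of those two criteria met; inactive means neither criterion met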
Target sequence (Q15084 whole entry, looked up): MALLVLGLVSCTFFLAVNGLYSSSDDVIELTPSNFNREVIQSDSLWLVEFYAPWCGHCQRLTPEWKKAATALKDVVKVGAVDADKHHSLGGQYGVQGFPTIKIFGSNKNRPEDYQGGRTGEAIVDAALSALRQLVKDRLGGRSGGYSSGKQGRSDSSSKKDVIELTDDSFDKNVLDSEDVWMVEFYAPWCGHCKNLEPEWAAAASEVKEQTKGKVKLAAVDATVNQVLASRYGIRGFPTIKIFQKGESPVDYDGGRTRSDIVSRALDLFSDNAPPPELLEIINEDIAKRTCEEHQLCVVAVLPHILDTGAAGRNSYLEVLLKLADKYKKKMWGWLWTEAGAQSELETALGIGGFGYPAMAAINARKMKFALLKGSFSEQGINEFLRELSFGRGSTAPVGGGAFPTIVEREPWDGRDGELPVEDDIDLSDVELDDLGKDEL
EWS-Fli inh: EWS/Fli transcriptional activity inhibition. A673 NR0B1-luciferase reporter, viability-normalised. inhibition, % at 12.6 µM. actives 0.67% (n = 350,000). AID 651661;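 active means mean inhibition of at least 50% after viability correction, with every replicate also passing that limit; inconclusive means mean reaches 50% but only one of two replicates passes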;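 further: firefly luciferase signal divided by Alamar Blue viability fluorescence both relative to DMSO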
The depositor's hits bear a star; ? = inconclusive; . = no result given; & = joins results of further samples.

no.	SMILES	INS-1E GSIS act	ERp5 block	PAX8 inh HTS	ARNT TACC3 PPI
1	CCCNC(=O)Nc1ccc2c(c1)OC[C@@H](C)N(Cc1cncnc1)C[C@@H](C)[C@@H](OC)CN(C)C2=O	1	3	-7	-16
2	CC(=O)c1c(C)[nH]c(C(=O)CN(C)CC(=O)Nc2ccccc2Cl)c1C	7	-1	15	-4
3	CCOc1ccc(NC(=O)CSc2nc(=O)n(Cc3ccccn3)c3c2CCC3)cc1	-3	-1	17	1
4	C/C(=N\N1C(=O)c2ccccc2NC1c1ccco1)c1ccccc1O (configuration not stated)	3	-2	-10	4
5	O=C(Cc1ccc(NC(=O)C2CCCN(C(=O)C3CCCC3)C2)cc1)Nc1cccc(C(=O)N2CCCCC2)c1 (configuration not stated)	0	6	7	-7
6	O=C(C[C@H]1C[C@@H]2c3cc(NC(=O)c4ccc5c(c4)OCO5)ccc3O[C@@H]2[C@@H](CO)O1)NCC1CC1	-4	3	17	1
7	C[C@H](CO)N1C[C@H](C)[C@H](CN(C)C(=O)Nc2cccc3ccccc23)Oc2ncc(-c3ccc(F)cc3)cc2C1=O	-34	4	16	0
8	N=C1/C(=C\c2ccc(OC(=O)c3ccc(F)cc3)cc2)C(=O)N=C2SC(N3CCOCC3)=NN12	-2	6	6	-1
9	Cc1ccccc1CC1(CO)CCCN(C(=O)CCC(=O)c2ccccc2)C1 (configuration not stated)	-9	3	9	.
10	O=C(N/N=C/c1cccnc1)C1CCCCC1	13	-3	7	-3
11	C[C@H](CO)N1C[C@H](C)[C@H](CN(C)C(=O)Nc2cccc3ccccc23)Oc2ccc(NS(=O)(=O)c3ccc(F)cc3)cc2C1=O	-22	-2	.	-5
12	Cc1cccc(NC(=O)CN2CCN(C(=O)c3ccc(-c4nc5ccccc5s4)o3)CC2)c1C	12	1	-42	4
13	C[C@@H](NC(=O)N(C)C[C@H]1OCc2ccccc2-c2c(n(C)c3ccccc23)C(=O)N([C@@H](C)CO)C[C@@H]1C)c1ccccc1	-21	-9	9	11
14	C[C@@H]1CN([C@H](C)CO)S(=O)(=O)c2ccc(-c3cncnc3)cc2O[C@H]1CN(C)C(=O)C1CC1	-8	.	.	.
15	Cc1ccc(CNC(=O)c2cc(-c3ccccc3C)n(CC3CC(c4cccc([N+](=O)[O-])c4)=NO3)n2)cc1 (configuration not stated)	-17	-5	13	1

no.	EWS-Fli inh	F508del corr	Xi reactivation	DENV2 CPE
1	0	3.2	-0.1	0
2	16	-0.7	0.3	-3
3	6	-2.1	0.2	1
4	-28	2.1	0.0	0
5	-8	-0.4	-0.1	19
6	1	0.6	-0.1	6
7	11	0.5	0.1	-4
8	.	0.9	0.7	?
9	-18	-1.1	0.2	0
10	-3	-1.5	0.0	1
11	14	-2.5	0.0	0
12	-33	-0.7	0.2	-3
13	-5	-3.2	-1.3	-4
14	-11	-0.8	-0.8	.
15	14	1.2	0.0	.

In the list so far, three contain fluorine:
no.	SMILES	INS-1E GSIS act	ERp5 block	PAX8 inh HTS	ARNT TACC3 PPI
7	C[C@H](CO)N1C[C@H](C)[C@H](CN(C)C(=O)Nc2cccc3ccccc23)Oc2ncc(-c3ccc(F)cc3)cc2C1=O	-34	4	16	0
8	N=C1/C(=C\c2ccc(OC(=O)c3ccc(F)cc3)cc2)C(=O)N=C2SC(N3CCOCC3)=NN12	-2	6	6	-1
11	C[C@H](CO)N1C[C@H](C)[C@H](CN(C)C(=O)Nc2cccc3ccccc23)Oc2ccc(NS(=O)(=O)c3ccc(F)cc3)cc2C1=O	-22	-2	.	-5

no.	EWS-Fli inh	F508del corr	Xi reactivation	DENV2 CPE
7	11	0.5	0.1	-4
8	.	0.9	0.7	?
11	14	-2.5	0.0	0

New compounds follow.
no.	SMILES	INS-1E GSIS act	ERp5 block	PAX8 inh HTS	ARNT TACC3 PPI
16	Cc1ccc(C(=O)NNC(=O)CCC(=O)Nc2cc(C)on2)cc1	12	.	-14	1
17	CSc1nc2c(cc1C#N)C(=O)CC(C)(C)C2	7	2	-2	-3
18	O=C(CCSc1ccccc1Cl)NNC(=O)c1ccncc1	7	-3	-5	1
19	O=C(Cc1cccc2ccccc12)NCCC1=CCCCC1	-17	.	4	-14
20	CC(Sc1nnc(C2CC2)n1C1CC1)C(=O)N(C)C1(C#N)CCCCC1 (configuration not stated)	4	4	4	-1
21	COc1cccc(C(C(=O)NC2CCCCC2)N(C(=O)c2cccs2)c2ccc3c(c2)OCO3)c1 (configuration not stated)	-11	-3	14	-4
22	CCNC(=O)C[C@@H]1CC[C@H]2[C@@H](COC[C@@H](O)CN2S(=O)(=O)c2ccc(Oc3ccccc3)cc2)O1	17	1	-7	-2
23	COCCn1c(=NC(=O)C(C)(C)C)sc2cc([N+](=O)[O-])ccc21	.	-10	-19	0
24	C[C@@H]1CN([C@@H](C)CO)C(=O)c2cc(NC(=O)CCCN(C)C)ccc2O[C@@H]1CN(C)Cc1ccc(-c2ccccc2)cc1	17	-7	1	9
25	CCCNC(=O)c1cc(C2CCCN(C(=O)c3cc(C(C)(C)C)nn3C)C2)on1 (configuration not stated)	8	5	4	.
26	COC(=O)C1=C(C)N(Cc2ccccc2C(F)(F)F)C(=NCc2cc(OC)c(OC)c(OC)c2)NC1c1ccccc1C(F)(F)F (configuration not stated)	.	6	-11	.
27	O=C1c2ccccc2C(=O)c2cc(N3CCCCC3)ccc21	-4	-5	9	-1
28	C[C@@H]1CN([C@@H](C)CO)C(=O)CCCn2cc(nn2)CO[C@H]1CN(C)C(=O)c1ccc2ccn(C)c2c1	8&4	-5&-2&7	-19&6	4
29	COc1cccc(NC(=O)CN2CCN(S(=O)(=O)c3ccc(F)cc3)CC2)c1	9	2	.	4
30	COc1ccc(CCNC(=O)c2ccc(OCC(=O)N3CCOCC3)c(OC)c2)cc1OC	2	0	2	-2

no.	EWS-Fli inh	F508del corr	Xi reactivation	DENV2 CPE
16	.	.	0.2	.
17	-4	0.1	0.0	11
18	-1	0.1	-0.1	19
19	.	.	0.4	.
20	2	0.8	-0.1	-5
21	-4	0.6	0.7	13
22	11	-0.4	0.2	3
23	-9	.	0.1	6
24	3	-0.3	-1.2	-2
25	13	0.4	0.0	?
26	9	2.9	0.3	-2
27	83*	0.6	0.0	4
28	7&4&0	-1.2&-1.9&0.7	0.4&0.0	3&-1&0
29	-1	0.1	.	7
30	.	-1.1	0.1	-5

2 compounds picked at random from the list so far:
no.	SMILES	INS-1E GSIS act	ERp5 block	PAX8 inh HTS	ARNT TACC3 PPI
28	C[C@@H]1CN([C@@H](C)CO)C(=O)CCCn2cc(nn2)CO[C@H]1CN(C)C(=O)c1ccc2ccn(C)c2c1	8&4	-5&-2&7	-19&6	4
25	CCCNC(=O)c1cc(C2CCCN(C(=O)c3cc(C(C)(C)C)nn3C)C2)on1 (configuration not stated)	8	5	4	.

no.	EWS-Fli inh	F508del corr	Xi reactivation	DENV2 CPE
28	7&4&0	-1.2&-1.9&0.7	0.4&0.0	3&-1&0
25	13	0.4	0.0	?

The main list resumes; the 4 compounds before the break are reprinted first.
no.	SMILES	INS-1E GSIS act	ERp5 block	PAX8 inh HTS	ARNT TACC3 PPI
27	O=C1c2ccccc2C(=O)c2cc(N3CCCCC3)ccc21	-4	-5	9	-1
28	C[C@@H]1CN([C@@H](C)CO)C(=O)CCCn2cc(nn2)CO[C@H]1CN(C)C(=O)c1ccc2ccn(C)c2c1	8&4	-5&-2&7	-19&6	4
29	COc1cccc(NC(=O)CN2CCN(S(=O)(=O)c3ccc(F)cc3)CC2)c1	9	2	.	4
30	COc1ccc(CCNC(=O)c2ccc(OCC(=O)N3CCOCC3)c(OC)c2)cc1OC	2	0	2	-2
31	COc1ccc(OCC(=O)N(C)CC2COc3ccccc3O2)cc1 (configuration not stated)	-16	1	-4	.
32	O=C(CCCn1c(=O)c2sccc2n(CC(=O)NCC2CCCO2)c1=O)NCc1ccco1 (configuration not stated)	-2	5	0	8
33	C=CCN(CC=C)Cc1cc(=O)oc2cc(OC)c(Cl)cc12	-42	-5	4	.
34	C[C@@H]1CN([C@H](C)CO)C(=O)c2cc(C#C[C@@H](C)O)cnc2O[C@H]1CN(C)C(=O)Nc1ccc(F)cc1	6	8	.	12
35	CN1CCC(=O)N([C@H](CN=[N+]=[N-])c2ccccc2)CC1	-16	3	3	-4
36	COc1ccc(OC)c2c(C)cc(N3CCCCCC3)nc12	.	3	15	7
37	Cc1cc(C(=O)Nc2cccc3c2O[C@@H](CN(C)CC2CC2)[C@H](C)CN([C@H](C)CO)C3=O)n(C)n1	5	4	.	0
38	COc1ccc(C)cc1NC(=O)NNC(=O)C(C)Oc1ccc([N+](=O)[O-])cc1 (configuration not stated)	-25	5	9	4
39	CCSc1nnc(-c2cc(Br)ccc2NC(C)=O)c(=O)[nH]1	8	1	-8	-4
40	C[C@H]1CN([C@@H](C)CO)C(=O)c2cc(C#Cc3cccc(F)c3)cnc2O[C@H]1CN(C)C(=O)C1CCC1	-7	4	6	-1
41	Cc1cc(C)n2nc(C(=O)OCC(=O)N(C)Cc3ccccc3)nc2n1	19	4	-127	1
42	Cc1cc(C)n(-c2nc3c(c(=O)n(C)c(=O)n3C)n2CCO)n1	1	-2	10	-3
43	CCN1C(=O)[C@@H]2[C@H](C1=O)[C@@H]1C(=O)Nc3ccccc3C(=O)N1[C@@H]2c1cccc(OC)c1	26	-7	15	-14
44	c1ccc(NC2=NCCN2CCC2CCCCC2)cc1	2	-3	13	2
45	O=C(NCc1ccc2c(c1)OCO2)[C@H]1[C@H](CO)[C@H]2Cn3c(cccc3=O)[C@@H]1N2Cc1ccncc1	7	4	3	-3

no.	EWS-Fli inh	F508del corr	Xi reactivation	DENV2 CPE
27	83*	0.6	0.0	4
28	7&4&0	-1.2&-1.9&0.7	0.4&0.0	3&-1&0
29	-1	0.1	.	7
30	.	-1.1	0.1	-5
31	-4	-0.6	-0.1	-12
32	2	-3.4	.	1
33	11	-0.2	-0.2	-11
34	-5	-3.2	-0.7	19
35	-4	2.1	0.0	8
36	1	2.1	0.1	-6
37	1	-0.2	0.3	-2
38	.	2.4	0.0	-1
39	4	-2.7	-0.1	3
40	-13	-3.0	-0.4	-8
41	5	-3.2	0.0	0
42	1	3.1	0.6	5
43	-10	3.5	0.0	?
44	0	0.3	0.0	-1
45	-3	-0.5	0.5	3

(more compounds)
no.	SMILES	INS-1E GSIS act	ERp5 block	PAX8 inh HTS	ARNT TACC3 PPI
46	CCc1cccc(C)c1NC(=O)C1CC(=O)N(C2CCCC2)C1 (configuration not stated)	14	4	-14	-29
47	C/C=C/c1cnc2c(c1)C(=O)N([C@H](C)CO)C[C@H](C)[C@@H](CN(C)C(=O)Nc1ccc(C(F)(F)F)cc1)O2	1	-7	.	-2
48	CCCc1nnc(NC(=O)CS(=O)(=O)c2ccccc2)s1	9	0	-7	-4
49	CC(=O)N(C)C[C@H]1[C@@H](c2ccc(-c3cccc(C#N)c3)cc2)[C@@H](CO)N1C(C)=O	-6	.	.	.
50	CC(C)(CO)N=C1NS(=O)(=O)c2cc([N+](=O)[O-])ccc21	2	6	26	4
51	C(=C\c1nc(N2CCCCCC2)c2ccccc2n1)/c1ccccc1	16	.	-8	15

no.	EWS-Fli inh	F508del corr	Xi reactivation	DENV2 CPE
46	7	1.6	0.1	-2
47	0	2.6	0.3	-9
48	-5	-1.7	0.2	-2
49	.	0.9	0.0	6
50	6	0.4	0.1	-1
51	.	.	0.0	.

Bioassay records: PubChem, Broad Institute
